Assay outcomes deposited in PubChem by National Center for Advancing Translational Sciences (NCATS).
KB-V1 MDR tox: kills drug-selected multidrug resistant KB-V1 cells; Potency, µM (titrated, usually from 46.1 µM), for the others: at the highest dose activity change, negative = cytotoxicity, hits mostly cytotoxic; KB-V1 MDR cells viability, CellTiter-Glo, 72 h; 400,000 tested, 3.4% active; also: potency is read from the fitted curve at half-maximal effect; % is scaled to controls: 0 for no effect and ±100 for the full control effect; nearly all actives have a fitted effect of over 60% in size
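Readout: CellTiter-Glo luminescence, 10 min after addition. Cells: KB-V1 MDR subline, 72 h at 37 degrees C with compound. Analysis: corrected, normalized data fitted to concentration-effect curves.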
KB-3-1 cytotox: KB-3-1 parental cell cytotoxicity; KB-3-1 viability, CellTiter-Glo ATP luminescence, 72 h; Potency, µM (highest dose often 46.1 µM), without a hit: at the highest dose activity change, negative = cytotoxic, actives largely listed as cytotoxic; 400,000 tested, 1.4% active; also: potency is read from the fitted curve at half-maximal effect; % is scaled to controls: 0 for no effect and ±100 for the full control effect; nearly all actives have a fitted effect of over 60% in size
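Cytotoxicity in the drug-sensitive parental line KB-3-1 was scored as loss of CellTiter-Glo luminescence following 72 h incubation with compound. Values come from curve fitting of normalized concentration-response data.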
HEK293 tox: cytotoxic in the GLP-1 receptor inverse agonist counter-screen; HEK293 cAMP-luciferase reporter cells, luminescence, 24 h; 410,000 tested, 0.13% active; Potency, µM (top dose mostly 38.3 µM), inactives show top-dose activity change, negative = inhibition, actives largely listed as inhibitors;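 also: loss of luciferase light is scored as toxicity; potency is read from the fitted curve at half-maximal effect; % is scaled to controls: 0 for no effect and ±100 for the full control effect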
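Quantitative HTS format, 1536 wells, 200 cells/uL seeded. Compounds: 23 nL, 24 h, 37 °C. Detection: luciferase reagent, luminescence at 12 min RT; decreased signal taken as cytotoxic.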
SW480 rerep: inducers of DNA re-replication in SW480 colon cancer cells. SW480 DNA re-replication, Hoechst DNA content imaging, 48 h. 340,000 tested, 1.8% active. Potency, µM (series often up to 46.1 µM), for inactives: top-dose re-replication activation, hits mostly activators. AID 624297; also: potency is read from the fitted curve at half-maximal effect; % of control where 0% means no effect; nearly all actives have a fitted effect of over 55% in size
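Image-based read-out: total Hoechst fluorescence of nuclei (405 nm excitation, 500-530 nm emission), with hits raising the fraction of high-intensity nuclei. SW480 colon cells incubated 48 hr with compounds at 37 C.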
D3 ag: activates the human D3 dopamine receptor; P35462; AID 652048; D3R DiscoveRx beta-arrestin cells, luminescence, 90 min; max activation, %; 410,000 tested, 0.58% active; in the data active = max activation above about 30%; also: 0% is about no effect; mostly tested at two doses, the higher about 12 µM
Target sequence (P35462 whole entry, looked up): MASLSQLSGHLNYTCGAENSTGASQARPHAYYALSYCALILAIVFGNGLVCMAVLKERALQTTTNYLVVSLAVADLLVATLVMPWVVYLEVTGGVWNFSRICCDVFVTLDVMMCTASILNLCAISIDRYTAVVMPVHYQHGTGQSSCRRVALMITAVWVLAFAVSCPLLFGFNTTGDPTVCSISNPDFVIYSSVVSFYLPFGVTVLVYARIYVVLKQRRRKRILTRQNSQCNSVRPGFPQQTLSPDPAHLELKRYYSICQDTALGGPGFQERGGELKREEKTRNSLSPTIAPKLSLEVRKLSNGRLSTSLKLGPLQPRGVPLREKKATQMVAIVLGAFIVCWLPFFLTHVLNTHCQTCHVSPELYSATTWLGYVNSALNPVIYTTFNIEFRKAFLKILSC
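Agonist-mode cell screen: cells plated at 1500/well and incubated overnight at 37 °C, then exposed to library compounds for 90 min at 37 °C. Detection reagent was added for 30–60 min at room temperature, and luminescence was read.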
HT1080-NT tox: kills 2HG-producing HT-1080-NT fibrosarcoma cells. HT-1080-NT fibrosarcoma viability, CellTiter-Glo ATP luminescence, 48 h. Potency, µM (doses to about 46.1 µM), without a hit: top-dose activity, negative = less viability, most hits filed as cytotoxic. 360,000 tested, 1.6% active. AID 686970;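 also: NT is the 2HG producing partner of a matched IDH1 knockdown line; potency is read from the fitted curve at half-maximal effect; 0% = DMSO-treated cells and -100% = media-only wells without cells; nearly all actives have a fitted effect of over 55% in size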
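Luminescent CellTiter-Glo readout after 48 hours of compound exposure at 37 degrees C defined viability of HT-1080-NT cells. Activity was normalized to DMSO wells and cell-free media wells; concentration-response curves were fitted and assigned curve classes.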
IL1B secr inh: blocks inflammasome-driven IL-1 beta release. THP-1 LPS/ATP IL-1B secretion, AlphaLISA, 16 h; stronger effect = lower value. activity change, % at 57.5 µM. 360,000 tested, 4.7% active. AID 743279; in the data active = activity change below about -50%; inconclusive = mostly about -30% to -49%; also: % is scaled to controls: 0 for no effect and ±100 for the full control effect
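THP-1 cells pretreated 1 hr with compounds (up to 57.5 uM final), then stimulated with LPS (250 ng/mL final) plus ATP (1.25 mM final); secreted IL-1B measured by AlphaLISA after 16 hr, decreased signal indicating inhibition.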
HT1080 IDH1KD tx: kills HT-1080 cells with IDH1 knockdown; HT-1080 IDH1 knockdown viability, ATP luminescence, 48 h; Potency, µM (top dose mostly 46.1 µM), inactives show at the top dose activity, negative = toxicity, hits mostly cytotoxic; 360,000 tested, 2% active; AID 686971;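 also: potency is read from the fitted curve at half-maximal effect; 0% = DMSO wells and -100% = cell-free medium wells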
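% activity derives from luminescence (CellTiter-Glo), normalised to DMSO and no-cell wells. HT-1080-IDH1KD cells, 750/well, had 48 h compound exposure at 37 °C.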
MCF10A rereplic: induces DNA re-replication in MCF 10a normal breast cells | MCF 10A DNA re-replication, Hoechst nuclear intensity, 48 h | Potency, µM (highest dose often 46.1 µM), inactives show top-dose activity, positive = re-replication, most hits filed as activators | 350,000 tested, 2.9% active | AID 624296; also: potency is read from the fitted curve at half-maximal effect; % of control where 0% means no effect; nearly all actives have a fitted effect of over 50% in size
Starred values were filed as active, the others as inactive; ? = inconclusive; . = not tested or not shown; & = joins results of further samples; [ ] = another dose, or the depositor's remark. Unless noted, calls follow the shape of the dose curve; as a rule, active = well fitted curve in the direction sought with a large enough effect; inconclusive = small, poorly fitted or top-dose-only effect, or another doubt; inactive = no such curve, though single readings can be large; an effect the other way counts as inactive or inconclusive.

SMILES | KB-V1 MDR tox | KB-3-1 cytotox | HEK293 tox | SW480 rerep | D3 ag | HT1080-NT tox | IL1B secr inh | HT1080 IDH1KD tx | MCF10A rereplic
CC1(C)CC(CC(=O)O)(c2ccc(Cl)cc2)CCO1 (stereo not drawn) | -4% | 0% | -6% | -7% | -1 | 10% | 0 | 8% | -6%
Brc1ccc(-c2nnc(SCCC3OCCCO3)o2)cc1 | -16% | -5% | 6% | 2% | 2 | 8% | -7 | -1% | ?
CC(C)=NNC(=O)c1c(O)c2ccccc2[nH]c1=O | -20% | 3% | 17% | 11% | -1 | ? | -12 | -1% | 9.2µM*
CCCCNC(=O)c1nc(-c2cnc(C)cn2)oc1-c1ccc(Cl)cc1 | -23% | 30% | 2% | . | -1 | 19% | 15 | 15% | .
CC(C)c1cc(CNC(=O)C2CCC(=O)N(Cc3ccccc3F)C2)on1 (stereo not drawn) | -3% | -7% | -17% | -6% | 2 | 1% | 7 | 4% | 0%
O=C(/C=C/c1ccco1)NCCc1ccccc1 | 0% | -1% | -8% | -1% | -8 | 16% | 5 | 10% | 7%
CC(=O)N1c2ccccc2C(=O)C1N1CCN(c2cccc(C)c2C)CC1 (stereo not drawn) | -3% | 7% | 2% | . | 5 | . | . | . | .
CCc1ccc(NS(=O)(=O)c2ccc3[nH]cc(C(=O)N4CCc5ccccc54)c(=O)c3c2)cc1 | ? | -9% | -19% | 1% | -3 | ? | 15 | ? | 11%
CN(CCc1ccccc1)C(=O)c1ccc(NC(=O)Cc2ccc(NC(=O)C3CCCN(C(=O)C4CCC4)C3)cc2)cc1 (stereo not drawn) | 0% | 0% | -1% | -50%[inhibitor][9.22 µM] | -10 | -8% | -4 | -24% | 0%
Oc1ccccc1-c1nnc(SCCN2CCOCC2)n1Cc1ccccc1 | ? | ? | -17% | ? | 7 | -19% | 120 | -22% | 25%

Reformatted: 2 of the compounds above.
Compound	KB-V1 MDR tox	KB-3-1 cytotox	HEK293 tox	SW480 rerep	D3 ag	HT1080-NT tox	IL1B secr inh	HT1080 IDH1KD tx	MCF10A rereplic
CC(C)c1cc(CNC(=O)C2CCC(=O)N(Cc3ccccc3F)C2)on1 (stereo not drawn)	-3%	-7%	-17%	-6%	2	1%	7	4%	0%
O=C(/C=C/c1ccco1)NCCc1ccccc1	0%	-1%	-8%	-1%	-8	16%	5	10%	7%

Next part.
SMILES | KB-V1 MDR tox | KB-3-1 cytotox | HEK293 tox | SW480 rerep | D3 ag | HT1080-NT tox | IL1B secr inh | HT1080 IDH1KD tx | MCF10A rereplic
CNC(=O)CN1C(=O)COc2ccc(S(=O)(=O)N3CCC(C)CC3)cc21 | ? | 2% | 5% | . | -3 | . | . | . | .
CCOc1ccc(C(=O)NCC(c2ccc(Cl)cc2)N2CCCCC2)cc1 (stereo not drawn) | 12% | ? | -4% | . | -13 | . | . | . | .
COc1cc(C(=O)Nc2cc(C)c(O)c(-c3nc4cc(Cl)ccc4o3)c2)cc(OC)c1OC | -16% | 7.3µM* | 3% | . | 6 | . | . | . | .
Cc1cccc(N2C(=O)CSC23C(=O)N(CC(=O)NCc2ccccc2Cl)c2ccccc23)c1 (stereo not drawn) | 8% | 0% | 2% | . | -16 | . | . | . | .
O=C(COCc1cc(-c2ccc3c(c2)OCO3)on1)Nc1cc(Cl)ccc1O | -16% | 3% | 2% | . | 6 | . | . | . | .
C=CCn1c(C)cc(C(=O)CSc2nnc(NC(C)C)s2)c1C | ? | ? | -16% | -1%[9.22 µM] | -2 | -1% | -15 | -6% | ?
CCCCN(C)CCNC(=O)C1CCCN(S(=O)(=O)c2cccc3nsnc23)C1 (stereo not drawn) | 5%&0% | 0%&0% | -10%&16% | -1% | -15&-21 | -6% | 0 | 7% | 1%
CCn1c(=O)c2ccccc2n(Cc2ccccc2C)c1=O | -22% | -6% | 1% | 13% | -3 | -5% | -9 | -14% | -4%
Cc1ccccc1NC(=S)NC(=O)C1CCCCC1 | -4% | -8% | ? | ? | 0 | 3% | 62 | 4% | 10%
COCCN(CCOC)Cc1cc(=O)oc2cc(C)c(Cl)cc12 | 0% | 0% | -6% | . | 6 | 21% | -3 | 20% | .
COc1ccccc1OCc1n[nH]c(=S)n1Cc1ccccc1 | ? | -13% | -8% | 0% | 0 | -3% | 42 | -6% | -3%
O=C(CSc1nnc(-c2ccncc2)n1-c1ccc(Cl)cc1)Nc1ccc(C(=O)O)cc1 | 0% | 4% | -6% | 6% | 4 | 21% | 9 | 6% | -41%[inhibitor]
COc1cccc(-n2c(C)c(C(C)=O)c(C(C)=O)c2C)c1 | 5% | 9% | -12% | -2% | -1 | 15% | -2 | 10% | 1%
CC(=O)Nc1ccc(S(=O)(=O)N2CCCN(S(=O)(=O)c3ccc(NC(C)=O)cc3)CC2)cc1 | 0% | -10% | 0% | -4% | 2 | 5% | 1 | 1% | -1%
Cc1ccc(C)c(Cn2cnc3c(oc4ccccc43)c2=O)c1 | -5% | -1% | 18% | ? | -9 | 15% | 12 | 1% | 14%
COc1ccc(C)cc1NC(=O)NCCCCc1ccccc1 | 0% | 3% | 3% | 10% | -13 | 12% | -5 | 3% | 10%
Cc1cc2c(cc(C(=O)OC(C(=O)NCC3CCCO3)C(C)C)n2C)o1 (stereo not drawn) | -3% | -20% | -3% | 5% | 1 | 7% | 1 | -2% | 14%
O=C(COC(=O)CCC(=O)c1cccs1)Nc1ccc(S(=O)(=O)N2CCOCC2)cc1 | 21% | 0% | -13% | 2% | 3 | 8% | 0 | 11% | -1%
CC1(C)CC(=O)c2c(O)cc(OCC(=O)N3CCN(c4ccccc4)CC3)cc2O1 | -12% | 0% | 1% | 11% | -25 | -1% | ? | -2% | 5%
COc1cccc(CN2CC(C(=O)N3CCSCC3)CCC2=O)c1 (stereo not drawn) | 7% | 1% | 1% | . | -1 | 10% | -1 | 3% | .
Cc1cc(C)cc(N(CC(=O)NC2CCCC2)C(=O)CNC(=O)c2ccco2)c1 | -18% | -1% | -1% | 0% | 0 | -6% | 8 | 3% | -4%
O=C(Nc1ccc(F)c([N+](=O)[O-])c1)C(=O)c1c(O)[nH]c2ccccc12 | 0% | 0% | 1% | 0% | -16 | -29% | 0 | -6% | 0%
CCCC(NC(=O)C(C)N1CCN(S(=O)(=O)c2ccccc2)CC1)c1ccccc1 (stereo not drawn) | 7.3µM* | -6% | -15% | -2% | 3 | 2% | 8 | 9% | 0%
O=C(O)c1ccccc1NS(=O)(=O)c1ccccc1C(F)(F)F | 4% | -1% | 7% | 0% | 0 | -5% | 17 | 3% | 5%
O=C(O)c1ccccc1N/N=C/C1=C(N2CCOCC2)C(=C\c2ccccc2)/CC1 | -1% | 4% | -4% | ? | -1 | 17% | 17 | 16% | ?
Cc1nnc(NC(=O)Cc2ccc(OCc3c(C)noc3C)cc2)s1 | ? | -12% | -1% | 2% | -4 | -2% | 23 | -8% | 3%
COc1ccc(O)c(C(=O)CC(=O)c2ccc(F)cc2)c1 | 2.9µM* | ? | 12% | 19% | -8 | -16% | -6 | ? | 0%
CC(=O)c1ccc(N2CCN(C(=S)Nc3ccc(Oc4ccccc4)cc3)CC2)cc1 | ? | -28% | -6% | -4% | -15 | -16% | -66* | ? | ?
O=C(NCCN1C(=O)S/C(=C\c2ccc(Cl)cc2)C1=O)c1ccc(F)c(S(=O)(=O)N2CCOCC2)c1 | -5% | -9% | 4% | -1% | 6 | 5% | 34 | 8% | 2%
COC(=O)[C@H](CCSC)NC(=O)Nc1ccc(OC)cc1 | 22% | 11% | -6% | 1% | 2 | 7% | 17 | 15% | ?
CC12CCC(C(=O)N(CCCCN3CCN(Cc4ccccc4)CC3)C1=O)C2(C)C (stereo not drawn) | 0% | -3% | 0% | 14% | -11 | 18% | -21 | -9% | ?
COc1ccc(NC(=O)c2cc(C(C)=O)n3ccccc23)cc1 | -6% | -6% | -9% | . | 7 | . | . | . | .
CC(=O)OCCN(CCCn1c(-c2ccncc2)nc2ccccc21)c1nc(-c2ccc(C)cc2)cs1 | -33% | -1% | 0% | 29%[9.22 µM] | 19 | -2% | 14 | 1% | ?
Cc1nc2nc(-c3ccco3)[nH]n2c(=O)c1Cc1ccccc1 | -17% | -2% | 14% | -6% | -3 | -3% | 19 | -5%[9.24 µM] | -1%
CCOC(=O)CSc1nc2c(sc3ccccc32)c(=O)n1CCc1ccccc1 | 0% | -2% | -3% | . | -8 | . | . | . | .

Pulled one by one from the list above:
SMILES | KB-V1 MDR tox | KB-3-1 cytotox | HEK293 tox | SW480 rerep | D3 ag | HT1080-NT tox | IL1B secr inh | HT1080 IDH1KD tx | MCF10A rereplic
CC(=O)OCCN(CCCn1c(-c2ccncc2)nc2ccccc21)c1nc(-c2ccc(C)cc2)cs1 | -33% | -1% | 0% | 29%[9.22 µM] | 19 | -2% | 14 | 1% | ?
Cc1nc2nc(-c3ccco3)[nH]n2c(=O)c1Cc1ccccc1 | -17% | -2% | 14% | -6% | -3 | -3% | 19 | -5%[9.24 µM] | -1%
COc1ccc(NC(=O)c2cc(C(C)=O)n3ccccc23)cc1 | -6% | -6% | -9% | . | 7 | . | . | . | .
CC12CCC(C(=O)N(CCCCN3CCN(Cc4ccccc4)CC3)C1=O)C2(C)C (stereo not drawn) | 0% | -3% | 0% | 14% | -11 | 18% | -21 | -9% | ?
CCOC(=O)CSc1nc2c(sc3ccccc32)c(=O)n1CCc1ccccc1 | 0% | -2% | -3% | . | -8 | . | . | . | .
